# Compound activity from PubChem BioAssay.
# Abeta yeast res: restores growth of yeast expressing A-beta42 peptide; yeast expressing A-beta42, growth rescue, OD600, 48 h; response scale: 0% DMSO, 100% iron-clioquinol control; Potency, µM (titrated, usually from 46.1 µM), for the others: at the highest dose growth rescue, actives largely listed as activators; 410,000 tested, 0.063% active; AID 1347071; also: potency is read from the fitted curve at half-maximal effect; nearly all actives have a fitted effect of over 55% in size
#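 Yeast A-beta toxicity model in growth medium with pinned compounds, 48 h at 30 C; growth read as absorbance at 600 nm. Normalized to FeCl3/clioquinol equimolar mix (positive) and DMSO (negative).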
# TDP43 rescue: TDP-43 toxicity inhibition in yeast; Potency, µM (top dose mostly 46.1 µM), for inactives: at the highest dose growth rescue (activation), actives largely listed as activators; 410,000 tested, 1.8% active; TDP-43 expressing yeast growth rescue, BacTiter-Glo, 24 h; AID 652104; also: potency is read from the fitted curve at half-maximal effect; % of control where 0% means no effect; nearly all actives have a fitted effect of over 50% in size
#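 Readout is BacTiter-Glo luminescence of cell growth, so inhibitors register as activators. TDP-43-expressing yeast at OD600=0.02 in galactose medium, after raffinose pregrowth to mid-log, were incubated with compound for 24 hr at 30 deg C.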
# FUS yeast rescue: rescues growth of FUS-expressing yeast | S. cerevisiae FUS-expressing, growth rescue, OD600, 24 h | Potency, µM (highest dose often 76.6 µM), for the others: at the highest dose growth rescue (activation), hits mostly activators | 390,000 tested, 0.24% active | AID 1347120;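 also: potency is read from the fitted curve at half-maximal effect; plate controls were DMSO vehicle for no effect and reference control for full effect; nearly all actives have a fitted effect of over 55% in size; some results filed as inactive show a strong effect at the top dose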
#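 Yeast expressing FUS under galactose induction, OD 0.005 in 2% galactose medium; compounds in a dilution series, 24 h at 30C. Growth rescue by absorbance at 600 nm; CP55940 positive control, DMSO negative.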
# GLP-1R agonist: activates the human GLP-1 receptor | Potency, µM (titrated, usually from 45.6 µM), without a hit: at the top dose activation, usual class: activators | 380,000 tested, 0.007% active | HEK293 GLP-1R CRE-luciferase, luminescence, 4-6 h; cells express a hypersensitive GLP-1R form | AID 624172 | P43220; also: potency is read from the fitted curve at half-maximal effect; % of control where 0% means no effect
# Target sequence (P43220 whole entry, looked up): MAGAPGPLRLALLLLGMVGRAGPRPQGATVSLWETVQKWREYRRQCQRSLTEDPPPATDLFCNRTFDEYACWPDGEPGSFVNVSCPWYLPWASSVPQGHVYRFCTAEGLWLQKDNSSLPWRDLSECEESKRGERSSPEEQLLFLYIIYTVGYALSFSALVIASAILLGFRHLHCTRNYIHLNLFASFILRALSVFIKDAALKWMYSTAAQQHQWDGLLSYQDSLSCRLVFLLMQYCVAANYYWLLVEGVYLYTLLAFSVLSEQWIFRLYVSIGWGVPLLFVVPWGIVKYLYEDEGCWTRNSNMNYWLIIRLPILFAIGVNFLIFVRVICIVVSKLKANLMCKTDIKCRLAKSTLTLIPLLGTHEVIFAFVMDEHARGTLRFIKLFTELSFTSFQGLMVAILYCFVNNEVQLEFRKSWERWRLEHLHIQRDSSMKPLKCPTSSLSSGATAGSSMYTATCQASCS
# D3 antag: blocks the human D3 dopamine receptor; P35462; D3R cells, DiscoveRx beta-arrestin luminescence, antagonist mode; stronger effect = lower value; max response, negative = inhibition, %; 360,000 tested, 2.5% active; in the data active = max response below about -50%; inconclusive = no clear call, values can overlap the other calls; also: % is scaled to controls: 0 for no effect and ±100 for the full control effect; mostly tested at two doses, the higher about 12 µM
# Target sequence (P35462 whole entry, looked up): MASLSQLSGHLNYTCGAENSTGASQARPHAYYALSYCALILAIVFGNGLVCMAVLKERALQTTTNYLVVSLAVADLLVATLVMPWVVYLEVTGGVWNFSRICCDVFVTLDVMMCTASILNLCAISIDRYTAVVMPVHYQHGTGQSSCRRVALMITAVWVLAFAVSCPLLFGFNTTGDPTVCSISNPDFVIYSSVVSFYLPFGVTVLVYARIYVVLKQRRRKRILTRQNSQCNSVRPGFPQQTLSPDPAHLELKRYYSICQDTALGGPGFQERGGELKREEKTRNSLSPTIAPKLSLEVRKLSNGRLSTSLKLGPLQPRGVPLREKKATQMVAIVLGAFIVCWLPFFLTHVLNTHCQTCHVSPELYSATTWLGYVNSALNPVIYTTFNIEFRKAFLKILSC
#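 Cells expressing the human receptor were seeded at 1500 cells/well, incubated overnight at 37 degrees C in 5% CO2, then exposed to library compounds with dopamine controls for 90 minutes at 37 degrees C before luminescent detection.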
# aSyn yeast inh: alpha-synuclein toxicity inhibition in yeast | Yeast expressing alpha-synuclein, growth rescue, BacTiter-Glo, 24 h | Potency, µM (titrated, usually from 46.1 µM), inactives show top-dose growth rescue (activation), most hits filed as activators | 370,000 tested, 0.14% active; also: potency is read from the fitted curve at half-maximal effect; % of control where 0% means no effect; nearly all actives have a fitted effect of over 65% in size
#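 Screening used galactose-induced yeast with toxic alpha-synuclein levels, exposed to compound for 24 hr at 30 deg C. Cell growth, read with BacTiter-Glo luminescence, gave the measured signal.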
# PTHR1 agonist: agonists of human PTHR1 parathyroid hormone receptor; HEK293 GP2 PTHR1 cells, GloSensor cAMP luminescence, 1 h; Potency, µM (series often up to 115 µM), without a hit: at the highest dose activation, hits mostly activators; 410,000 tested, 0.075% active; AID 743266; also: potency is read from the fitted curve at half-maximal effect; nearly all actives have a fitted effect of over 55% in size; some results filed as inactive show a strong effect at the top dose; inactives centre near -15; many of its hits are not listed in these tables
#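 HEK-293-derived GP2 cells expressing PTHR1 and a GloSensor cAMP reporter, 3,000/well, plated overnight, given luciferin plus IBMX (each 0.5 mM as added) for 1 h at 37 °C, then compound for 1 h at 37 °C. Luminescence was read after 15 min at room temperature.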
# pAkt inh: inhibitors of Akt phosphorylation; Neuro2A IGF-stimulated pAkt S473 HTRF, 20 min; stronger effect = lower value; activity change, % for hits at 50 µM; 360,000 tested, 0.32% active; AID 651550; in the data active = activity change below about -80%; inconclusive = mostly about -51% to -80%; also: % is scaled to controls: 0 for no effect and ±100 for the full control effect
#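 Neuro2A cells in DMEM with 0.5% FBS, overnight at 37 deg C, given compound at single 50 µM final, then IGF (6 nM final) for 20 min at 37 deg C. Lysed; phospho-Akt Ser473 by HTRF after 24 h, 665/615 ratio.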
# GLP1R inv ag: acts as inverse agonist at human GLP-1 receptor | P43220 | Potency, µM (titrated, usually from 38.3 µM), without a hit: top-dose activity change, negative = inhibition, hits mostly inhibitors | HEK293 GLP-1R CRE-luciferase, luminescence, 24 h; GLP-1R form is constitutively active | 410,000 tested, 1.6% active; also: potency is read from the fitted curve at half-maximal effect; % is scaled to controls: 0 for no effect and ±100 for the full control effect; nearly all actives have a fitted effect of over 55% in size
#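 HEK293 cells stably co-expressing constitutively active GLP-1R and a cAMP-responsive luciferase reporter were seeded in DMEM with 10% Nu serum, given compounds after 12 h, and incubated 24 h at 37 deg C. Luminescence was then read.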
# An asterisk follows results filed as active; i = inactive; ? = inconclusive; nt = no result given; & = joins results of further samples; [ ] = dose if it differs, or a comment. Unless noted, calls follow the shape of the dose curve; as a rule, active = well fitted curve in the direction sought with a large enough effect; inconclusive = small, poorly fitted or top-dose-only effect, or another doubt; inactive = no such curve, though single readings can be large; an effect the other way counts as inactive or inconclusive. Some of the compounds tested; rates above refer to the full screens.
# Order of results – Abeta yeast res, TDP43 rescue, FUS yeast rescue, GLP-1R agonist, D3 antag, aSyn yeast inh, PTHR1 agonist, pAkt inh, GLP1R inv ag
> COc1cccc(CN2CCCC(C(=O)c3ccc4c(c3)OCO4)C2)c1O (stereo unspecified)
 : 17%, 15%, -31%, 9%, ?, -2%, -21%, i, ?
> CCCCn1cc(S(=O)(=O)c2ccc(F)cc2)c(=O)c2ccccc21
 : -6%, 17%, 1%, nt, nt, nt, -17%, nt, 3%
> CC(C)C(NC(=O)c1ccccc1NC(=O)c1ccco1)C(=O)O (stereo unspecified)
 : -12%, -20%, -1%, 3%, -5, -2%, -7%[57.5 µM], i, 6%
> COc1ccc(N2CCN(C(=O)CSCc3nc(-c4ccccc4Cl)oc3C)CC2)cc1
 : -17%, ?, ?, nt, nt, nt, -57%[inhibitor], nt, -30%
> COc1cccc(CNC(=O)c2cc3c(s2)-c2c(C)cccc2OC3)c1
 : -7%, 22%, 2%, nt, nt, nt, -74%[inhibitor], nt, ?
> CC1(Oc2ccccc2-c2ccno2)CCN(Cc2ccc(-c3ccccc3)o2)C1 (stereo unspecified)
 : -6%, 14%, 16%, -7%, ?, 7%, -11%, i, ?
> O=C(O)c1c[nH]n2c(=S)ncnc12
 : 7%, 21%, -9%, -3%, 31, 4%, -20%, i, 0%
> O=C(c1ccc(NS(=O)(=O)c2cccc([N+](=O)[O-])c2)cc1)N1CCCCCC1
 : 0%, -27%, 40%, 3%, -14, 1%, -15%, i, 0%
> Cc1ccc(/C=C2/SC(=S)N(CCCC(=O)Nc3ccc(O)cc3)C2=O)cc1
 : 2%, 2%, 11%, 3%, -12, 8%, i, i, ?
> COc1ccc(C)cc1S(=O)(=O)N1CCC(C(=O)N2CCN(C)CC2)CC1
 : 16%, -21%, nt, 3%, -1, 3%, i, i, 5%
> COc1ccc(NC(=O)/C(=C/c2ccc(OC(C)=O)c(OC)c2)NC(C)=O)cc1
 : 0%, -29%, nt, 2%, 9, 2%, -14%, i, 1%
> COc1cc(C(=O)COC(=O)c2cc([N+](=O)[O-])ccc2N2CCOCC2)ccc1OC(F)F
 : 2%, 22%, 14%, 26%, 18, 10%, -20%, i, 52%[activator]
> Cc1ccccc1C(=O)NNC(=O)C(C)N1C(=O)c2ccccc2C1=O (stereo unspecified)
 : -16%, -4%, -3%, -1%, 13, -27%, -26%[57.5 µM], i, 2%
> Nc1nonc1-c1nc2ccccc2n1CC(=O)NC1CCCC1
 : 19%, 0%, 29%, -9%, -20, -1%, i, i, 7%
> COc1ccc(Br)cc1/C=C/C(=O)Nc1ccc2ccccc2c1
 : -7%, 7%, -8%, -3%, -1, -11%, -6%, i, -12%
> CC(=O)N1CCN(S(=O)(=O)c2c(F)cc(F)c(Cl)c2F)CC1
 : 16%, 28%, 8%, 2%, -17, 8%, -15%, i, 20%[7.66 µM]
> COc1ccc(-n2nc3c(c2NC(=O)CCl)CSC3)cc1
 : -30%, 23%, 58%, 1%, -8, 17%, -49%[inhibitor], i, ?
> CC(C)Nc1ccc(-c2nc(-c3ccccn3)no2)cc1[N+](=O)[O-]
 : -16%, -2%, 3%, nt, nt, nt, -12%, nt, 16%
> COC1CCCCC1Nc1cc(C)cc(C)c1 (stereo unspecified)
 : -25%, -14%, 11%, -1%, -14, 12%, i, i, 0%
> CC(C)CN(c1ccccc1)S(=O)(=O)c1nnc(NC(=O)c2ccco2)s1
 : 4%&6%, -27%&-4%, 10%&10%, -5%, -86*, -3%, ?, i, -13%&-10%
> Cc1ccc(OCC(=O)NCCc2c[nH]c3ccccc23)cc1
 : -13%, ?, 14%, 6%, 17, 2%, -1%, i, ?
> CCOC(=O)c1cc(NC(=O)NC2CCCCC2)c(C)nc1C
 : -19%, 0%, 24%, 0%, -11, -1%, i, i, -10%
> CC(C)Oc1ccccc1C1CC(=O)Nc2cc3c(cc21)OCCO3 (stereo unspecified)
 : 26%, -4%, 3%, ?, 23, -2%, -37%[inhibitor], i, -13%
> Clc1ccc(OCCCc2nc(-c3ccncc3)no2)c(Cl)c1
 : -43%[inhibitor], 4%, 33%, 2%, 67, 15%, i, i, ?
> O=C1C2CC=CCC2C(=O)N1c1n[nH]c(CCc2ccccc2)n1 (stereo unspecified)
 : -5%, -22%, 14%, -13%, 18, 3%, i, i, 5%
> Cc1cccc(C(=O)NNC(=O)c2ccc(O)cc2)c1
 : 15%, 11%, 8%, -13%, 4, 0%, i, i, 8%
> CCOc1ccc(C(=O)COC(=O)C2COc3ccccc3O2)cc1 (stereo unspecified)
 : -1%, 1%, nt, -1%, 16, 10%, i, i, -2%
> Cc1cccc(C)c1NC(=O)N1C2CCCC1CC(NC(=O)C(C)(C)C)C2 (stereo unspecified)
 : 14%, 14%, 10%, -8%, 5, 5%, i, i, 3%
> Cc1ccc(-n2c(SCc3nc4ccccc4c(=O)[nH]3)nnc2-c2ccccc2O)cc1
 : 16%, 12%, 25%, -3%, 0, -5%, -36%[inhibitor], i, -25%
> CCn1ncc(C2=NOC(C(=O)NCc3ccc(OC)cc3)C2)c1C (stereo unspecified)
 : 1%, -5%, 21%, -10%, 20, -9%, -1%[57.5 µM], i, -9%
> O=C(/C=C/c1ccc(Cl)c([N+](=O)[O-])c1)c1ccc(O)cc1
 : -3%, 0%, 5%, -3%, -80*, 0%, -17%, i, ?
> CC(C)N(C(=O)Cc1ccccc1[N+](=O)[O-])C(C)C
 : -3%, 16%, -4%, 4%, 7, 2%, i, i, -12%
> CC(C)[C@@H]1CC[C@@H](C)c2c(-c3ccccc3)n[nH]c21
 : -2%, 11µM*, 5%, -45%[inhibitor], -7, ?, i, nt, ?
> COc1ccc(-c2nnn(CC(=O)c3c[nH]c4ccccc34)n2)cc1OC
 : -17%, -13%, 12%, 4%, 5, 0%, -5%[57.5 µM], i, 43%[activator]
> CC(C)(C)[C@H]1C=C(C(=O)N2CCN(Cc3ccc4c(c3)OCO4)CC2)O[C@@H](OCCCCO)C1
 : 12%, 24%, -20%, 6%, -18, 2%, -30%, i, -3%
> Cc1ccc(CC2CC(=O)N(c3cc(C)on3)C2=O)cc1 (stereo unspecified)
 : 15%, ?, -21%, 0%, -25, 5%, i, i, -6%
> Cc1cc2c(SCC(=O)Nc3cccc(O)c3)ncnc2s1
 : -11%, -11%, 12%, 2%, 2, 0%, -2%, i, 6%
> CCN1CCCC1CNC(=O)C1CCN(C(=O)c2cc3sccc3n2Cc2ccc(F)cc2)CC1 (stereo unspecified)
 : -5%, -8%, 6%, 13%, -18, 4%, ?, i, ?
> O=C(CN1CCN(c2ccccn2)CC1)Nc1cccc(C(F)(F)F)c1
 : 7%, 10%, -25%, -3%, -4, -1%, i, i, -26%
> CCOc1ccc2c(c1)C(c1ccc(C)cc1)=NNC(c1ccc(C)cc1)=N2
 : -12%, 9%, 32%, -1%, 7, -22%, i, i, ?
> CCN(CC)c1ccc(/C=C/C(=O)C2C(=O)C=C(C)OC2=O)cc1 (stereo unspecified)
 : -16%, -9%, 39%, 5%, -15, -3%, i, i, -21%
> Cc1ccc(C(=O)N/C(=C/c2cccs2)C(=O)NCc2ccco2)cc1
 : 6%, 4%, 30%, 1%, -21, -2%, i, i, -6%
> CCCN(CC(=O)Nc1ccccc1C)C(=O)c1ccc(-c2ccc([N+](=O)[O-])cc2)o1
 : 1%, 25%, ?, 0%, -27, 2%, -11%, i, -10%
> CC(C)c1ccc(CN(C)C(=O)c2ccc(S(=O)(=O)NCc3ccco3)cc2)cc1
 : -3%, 17%, 41%, 11%, 20, ?, -30%[inhibitor], i, ?
> Brc1ccccc1/C=N/Nc1nc2ccccc2o1
 : -4%, -17%, 1%, 6%, 2, -5%, -22%, i, 8%
> COc1ccccc1-c1nnc(C2CCN(C(=O)c3ccccc3C)CC2)o1
 : -2%, ?, -6%, nt, nt, nt, -12%, nt, -3%
> O=C(c1ccc(CNc2c(NC3CCCCC3)c(=O)c2=O)cc1)N1CCc2ccccc21
 : 4%, 23%, -1%, 2%, -26, 7%, -2%, i, -8%
> O=C(NCCc1ccc(Cl)cc1)C(=O)NCC(c1cccs1)S(=O)(=O)c1cccs1 (stereo unspecified)
 : -13%, 8%, 7%, nt, nt, nt, -24%, nt, 4%
> COC(=O)c1ccc(C(=O)OC)c(NC(=O)CN2CCN(c3ccc(OC)cc3)CC2)c1
 : 18%, 5%, 14%, -3%, 6, -4%, -6%[57.5 µM], i, -3%
> CCN(CC)CCNC(=O)C(=O)NCC1OCCN1S(=O)(=O)c1cccs1 (stereo unspecified)
 : 6%, 10%, -13%, -4%, 2, -2%, -41%[inhibitor], i, 12%
> Cc1ccc(/C=C/C(=O)N(Cc2cccs2)C2CCS(=O)(=O)C2)cc1 (stereo unspecified)
 : 10%, 21%, 14%, 14%, 14, 10%, i, i, -8%
> CCOc1ccccc1NC(=O)c1nc[nH]c1C(=O)Nc1ccccc1OCC
 : 4%, ?, 21%, -11%, 51, -7%, -18%, i, 15%
> COc1ccc(CCNC(=O)COC(=O)c2cnc(C)cn2)cc1
 : -5%, 9%, 23%, 1%, 14, -8%, 16%[57.5 µM], -109%*, 0%
> O=C(NCCc1nc2ccccc2n1Cc1ccc(Cl)cc1Cl)c1ccco1
 : 7%, 16%, 26%, nt, nt, nt, -22%, nt, ?
> CC1(C(=O)NS(=O)(=O)Cc2cccc(Cl)c2)CCN1C(=O)C1CCCCC1 (stereo unspecified)
 : -8%, 8%, 3%, 2%, -21, -6%, -17%, i, 19%
> CCC(C)NC(=O)COC(=O)Cc1sc(N)nc1-c1ccc(C)cc1 (stereo unspecified)
 : 2%, -2%, 14%, 8%, 12, -7%, i, i, 0%
> O=c1c2ccccc2nnn1Cc1ccccc1Cl
 : ?, ?, -4%, 22%, -4, 7%, -8%, i, ?
